From PubChem BioAssay
AP ELISA ortho = orthogonal test for alternative complement pathway inhibitors; Human serum alternative complement pathway, LPS-coated ELISA, C3 deposition; tested in compound mixtures; AID 1235; 62,000 compounds, 0.08% hits; inhibition, % at 5 µM;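 active = inhibition above 30% in each of the two pooled mixtures holding the compound, so the lower value exceeds 30%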;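 note: 0% = serum in Mg-EGTA without compound and 100% = EDTA serum blank; some compounds past the cut are filed as inactive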
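Medium: diluted human serum in Mg2+-EGTA GVB++. Assay system: human serum complement alternative pathway, C3 deposition onto LPS. Also added: Plate-bound LPS. Technique: Anti-C3 ELISA, OD 450 nm. Measure: percent inhibition. Incubation: 1 h at 37 °C. Dosing: 5 µM each compound, pools of ten, 50 µM per pool.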
CatS block = human cathepsin S inhibition; recombinant cathepsin S, AMC dipeptide fluorescence, pooled mixtures; inhibition, %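 (tested at 5 µM per compound within 10-compound mixtures)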; 62,000 compounds, 0.06% hits; in the data active = inhibition above about 32%, passing the limit was not always enough;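 note: 0% = enzyme without compound and 100% = blank without enzyme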
CatG inh = cathepsin G (human) inhibition; P08311; 62,000 compounds, 0.2% hits; inhibition, % at 5 µM (by protocol); purified enzyme, AMC-tetrapeptide fluorescence, pooled mixtures; AID 581;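 active = inhibition above 20% in each of the two mixture wells holding the compound; inactive = inhibition of 20% or less in either well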;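 note: 0% = enzyme control without mixture and 100% = blank lacking enzyme; strong numbers were not always called active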
Target sequence (P08311 21-244 limits assumed): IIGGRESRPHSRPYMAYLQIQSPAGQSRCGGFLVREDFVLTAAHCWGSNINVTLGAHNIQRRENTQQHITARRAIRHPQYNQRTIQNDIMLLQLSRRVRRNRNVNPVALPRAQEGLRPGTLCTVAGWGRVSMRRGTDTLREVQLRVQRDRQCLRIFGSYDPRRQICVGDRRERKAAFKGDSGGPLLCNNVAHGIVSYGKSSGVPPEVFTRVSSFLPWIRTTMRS
FXIIa inh mix = factor XIIa (human) inhibition, mixture screen | inhibition, % at 5 µM | purified FXIIa, fluorogenic substrate, pooled mixtures | P00748 | 62,000 compounds, 0.2% hits | AID 684;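 note: 0% = enzyme without compound and 100% = no enzyme blank; some results filed as inactive read as strong as hits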
CatB mix inh = human cathepsin B inhibition by mixtures | P07858 | Purified cathepsin B, AMC dipeptide fluorescence, compound mixtures | inhibition, %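 (ten-compound pools at 5 µM per compound and 50 µM total)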 | 62,000 compounds, 0.06% hits | AID 488; in the data active = inhibition above about 22%, passing the limit was not always enough;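 note: 0% = enzyme without compound and 100% = no enzyme blank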
CatL inh = blocks human cathepsin L protease activity; inhibition, %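 (tested at 10 µM)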; P07711; purified cathepsin L, fluorogenic substrate, fluorescence; 58,000 compounds, 0.17% hits; in the data active = inhibition above about 45%;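 note: 0% = enzyme with no compound and 100% = no enzyme blank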
CatB block = blocks human cathepsin B protease activity. P07858. purified cathepsin B, fluorogenic substrate, fluorescence. inhibition, %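 (tested at 10 µM)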. 63,000 compounds, 0.1% hits. AID 453; in the data active = inhibition above about 21%;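 note: 0% = enzyme with no compound and 100% = no enzyme blank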
C1s block = human complement C1s inhibition | P09871 | 62,000 compounds, 0.16% hits | purified C1s, fluorogenic AMC substrate, pooled mixtures | mean inhibition % of two 10-compound mixtures (stronger effect = higher value), % at 5 µM (by protocol);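 active = inhibition above 20% in each of the two 10-compound mixture wells holding the compound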;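 note: 0% = enzyme wells lacking compound mixture and 100% = no-enzyme blank wells; some compounds called inactive have numbers as strong as hits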
FXIa inh mix = factor XIa (human) inhibition, mixture screen | AID 680 | purified FXIa, fluorogenic substrate, pooled mixtures | 62,000 compounds, 0.19% hits | inhibition, % at 5 µM;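 note: each value is inhibition by a whole ten-compound pool holding the compound; 0% = enzyme with no mixture and 100% = wells lacking enzyme; strong numbers were not always called active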
Target sequence (P03951 19-387 limits assumed): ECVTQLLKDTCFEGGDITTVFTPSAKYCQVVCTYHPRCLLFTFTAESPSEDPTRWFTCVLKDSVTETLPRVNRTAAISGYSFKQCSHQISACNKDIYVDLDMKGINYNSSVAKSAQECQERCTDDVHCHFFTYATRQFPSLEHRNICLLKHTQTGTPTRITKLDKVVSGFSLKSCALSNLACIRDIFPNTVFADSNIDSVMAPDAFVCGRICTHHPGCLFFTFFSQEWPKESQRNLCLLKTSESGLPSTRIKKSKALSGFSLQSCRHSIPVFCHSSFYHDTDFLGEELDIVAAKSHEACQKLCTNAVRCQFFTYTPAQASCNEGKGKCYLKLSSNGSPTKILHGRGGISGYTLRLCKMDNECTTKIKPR
Target sequence (P03951 388-625 limits assumed): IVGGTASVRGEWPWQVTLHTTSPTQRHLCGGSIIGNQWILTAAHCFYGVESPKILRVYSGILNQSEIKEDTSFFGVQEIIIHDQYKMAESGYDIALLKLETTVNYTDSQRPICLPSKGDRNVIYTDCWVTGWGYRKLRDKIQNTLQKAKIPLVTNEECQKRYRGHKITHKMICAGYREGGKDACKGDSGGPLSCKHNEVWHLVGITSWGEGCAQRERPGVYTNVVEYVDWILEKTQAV
* marks the source's active call; other numbers are inactive results. Cut-off read from the data, not from the text of the source, unless noted: active = inhibition above about 20% (passing the limit was not always enough); inactive = the rest. A portion of the library (hit frequency here may not be typical).

COCCN(C(=O)COc1ccccc1)c1nnc(-c2cccnc2)s1 was read as AP ELISA ortho 1, CatS block 10, CatG inh 2, FXIIa inh mix 6, CatB mix inh 2, CatL inh 21, CatB block 6, C1s block -35 and FXIa inh mix 1.
CCn1nc(C(=O)Nc2ccc(S(=O)(=O)Nc3nccs3)cc2)c2ccccc2c1=O was read as AP ELISA ortho 15, CatS block 2, CatG inh 1, FXIIa inh mix 9, CatB mix inh 6, CatB block -2, C1s block 3 and FXIa inh mix 6.
For O=C1NCCCC2c3cc(O)c4ccccc4c3OC12N1CCCCC1 (centres undefined) the results were AP ELISA ortho 16, CatS block 17, CatG inh 2, FXIIa inh mix 4, CatB mix inh -3, CatL inh 12, CatB block 2, C1s block 4 and FXIa inh mix 8.
For COc1ccc(OC)c(-c2cc(C(=O)Nc3c(C)nn(Cc4ccccc4C)c3C)no2)c1 the results were AP ELISA ortho 12, CatS block 5, CatG inh 10, FXIIa inh mix -3, CatB mix inh 3, CatL inh 13, CatB block -1, C1s block -10 and FXIa inh mix 8.
CCN(CC)c1ccc(NC(=O)Cn2cc3c(n2)CCC(C)C3)c(C)c1 (centres undefined) was read as AP ELISA ortho 22, CatS block -18, CatG inh -8, FXIIa inh mix 3, CatB mix inh -5, CatL inh 0, CatB block 0, C1s block -130 and FXIa inh mix -14.
Screening CCn1c(SCC(=O)Nc2nc(C)c(C)s2)nnc1-c1cccnc1 returned AP ELISA ortho 3, CatS block 1, CatG inh 2, FXIIa inh mix 13, CatB mix inh 1, CatL inh 6, CatB block 4, C1s block -21 and FXIa inh mix 0.
Screening O=C(O)C1C2C=CC(C2)C1C(=O)NCc1ccccn1 (centres undefined) returned AP ELISA ortho 7, CatS block 15, CatG inh 1, FXIIa inh mix 7, CatB mix inh 5, CatL inh -2, CatB block -2, C1s block 2 and FXIa inh mix 7.
For O=C(c1ccc(CNc2c(N3CCCC3)c(=O)c2=O)cc1)N1CCc2ccccc2C1 the results were AP ELISA ortho -6, CatS block -1, CatG inh -15, FXIIa inh mix -1, CatB mix inh 0, CatL inh 2, CatB block -2, C1s block -35 and FXIa inh mix -7.
For COc1ccccc1CNC(=O)C1CCCN1S(=O)(=O)c1cccc2cccnc12 (centres undefined) the results were AP ELISA ortho 18, CatS block -2, CatG inh 29, FXIIa inh mix 12, CatB mix inh 4, CatB block -2, C1s block 9 and FXIa inh mix 1.
Screening COc1ccc(C(=O)CN2C(=O)C(C)(C)Oc3ccc(C(=O)N4CCCCCC4)cc32)cc1 returned AP ELISA ortho -13, CatS block -9, CatG inh -6, FXIIa inh mix 0, CatB mix inh 1, CatL inh -5, CatB block 2, C1s block -7 and FXIa inh mix 5.
O=C(NCc1ccccn1)NC12CC3CC(CC(C3)C1)C2 was read as AP ELISA ortho -5, CatS block -6, CatG inh -2, FXIIa inh mix -5, CatB mix inh -1, CatL inh 9, CatB block 1, C1s block -31 and FXIa inh mix -6.
For O=C(NCc1ccc2c(c1)OCO2)c1cccc(C(=O)NCc2ccc3c(c2)OCO3)c1 the results were AP ELISA ortho 17, CatS block 18, CatG inh 0, FXIIa inh mix 1, CatB mix inh 2, CatL inh 8, CatB block 4, C1s block -5 and FXIa inh mix 5.
COc1ccc(S(=O)(=O)Nc2ccc3c(c2)OCO3)cc1OC was read as AP ELISA ortho 9, CatS block 3, CatG inh -1, FXIIa inh mix 3, CatB mix inh 5, CatL inh 16, CatB block -6, C1s block 6 and FXIa inh mix 11.
`N#C/C(=C(/O)COC(=O)CCC1CCCCC1)c1nc2ccccc2[nH]1` gave AP ELISA ortho 10, CatS block 6, CatG inh 12, FXIIa inh mix -4, CatB mix inh 7, CatL inh 8, CatB block 0, C1s block 1 and FXIa inh mix 4.
Cc1ccc(NC(=O)c2noc3c2CCCCC3)cc1C was read as AP ELISA ortho 5, CatS block 4, CatG inh -2, FXIIa inh mix 3, CatB mix inh 5, CatL inh 21, CatB block -6, C1s block -28 and FXIa inh mix 10.
`COc1ccc(OC)c(S(=O)(=O)N2CCC(C(=O)NCCC3=CCCCC3)CC2)c1` gave AP ELISA ortho 5, CatS block -16, CatG inh -4, FXIIa inh mix 0, CatB mix inh 3, CatL inh 1, CatB block 0, C1s block -4 and FXIa inh mix -1.
For O=C(O)CCNc1nc(-c2ccccc2)nc2ccccc12 the results were AP ELISA ortho 1, CatS block 6, CatG inh -4, FXIIa inh mix -5, CatB mix inh 3, CatL inh 5, CatB block 2, C1s block -11 and FXIa inh mix 9.
COCCN(C(=O)c1csnn1)C(C(=O)NC(C)(C)C)c1cccc(OC)c1 (centres undefined) was read as AP ELISA ortho 16, CatS block -5, CatG inh 2, FXIIa inh mix 11, CatB mix inh 6, CatL inh -7, CatB block -3, C1s block 6 and FXIa inh mix 9.
`O=c1cc(-c2ccccc2)[nH]n1-c1nc2ccccc2s1` gave AP ELISA ortho -8, CatS block 8, CatG inh -2, FXIIa inh mix -2, CatB mix inh -1, CatL inh 4, CatB block 0, C1s block -7 and FXIa inh mix -1.
Screening CC(C)CCNC(=O)NC(=O)CSc1nnc2ccccn12 returned AP ELISA ortho 6, CatS block -8, CatG inh 4, FXIIa inh mix 3, CatB mix inh -1, CatL inh -6, CatB block 4, C1s block -9 and FXIa inh mix 3.
`FC(F)(F)c1nnc2ccc(N3CCOCC3)nn12` gave AP ELISA ortho 7, CatS block -6, CatG inh 1, FXIIa inh mix 0, CatB mix inh 7, CatL inh -7, CatB block -4, C1s block 4 and FXIa inh mix 2.
Screening Cc1ccc(S(=O)(=O)N2CCCN(S(=O)(=O)c3ccc(C)cc3)CC2)cc1 returned AP ELISA ortho -12, CatS block 9, CatG inh 1, FXIIa inh mix -15, CatB mix inh 2, CatL inh -6, CatB block 3, C1s block 2 and FXIa inh mix -4.
`COC(=O)c1ccccc1NC(=O)CSc1nnnn1-c1ccc(C)cc1C` gave AP ELISA ortho -10, CatS block 12, CatG inh 13, FXIIa inh mix 2, CatB mix inh 5, CatL inh 20, CatB block 2, C1s block 18 and FXIa inh mix 7.
`Cc1ccc2nc(-c3cccnc3)oc2c1` gave AP ELISA ortho 16, CatS block 0, CatG inh 12, FXIIa inh mix 5, CatB mix inh 7, CatL inh -5, CatB block -2, C1s block 25 and FXIa inh mix 24.
NC(=O)CSc1cn(CCNC(=O)c2cccs2)c2ccccc12 was read as AP ELISA ortho -2, CatS block -1, CatG inh 10, FXIIa inh mix -20, CatB mix inh 4, CatL inh 8, CatB block 1, C1s block 10 and FXIa inh mix 1.
CCOC(=O)C1CCCN(C(=O)c2sc3nc(-c4ccc(F)cc4)cn3c2C)C1 (centres undefined) was read as AP ELISA ortho 7, CatS block 5, CatG inh 10, FXIIa inh mix 6, CatB mix inh 3, CatL inh 16, CatB block 0, C1s block 17 and FXIa inh mix 2.
`CCOc1ccc(-c2nc(C#N)c(NC3CC3)o2)cc1` gave AP ELISA ortho 19, CatS block 0, CatG inh 13, FXIIa inh mix -8, CatB mix inh 4, CatL inh -11, CatB block -1, C1s block 13 and FXIa inh mix 3.
Screening O=C(Nc1ccc(Oc2ccccc2)cc1)C1CCN(c2ncccn2)CC1 returned AP ELISA ortho 9, CatS block -9, CatG inh -3, FXIIa inh mix 4, CatB mix inh 2, CatL inh -7, CatB block -6, C1s block -16 and FXIa inh mix 4.
CC(NC(=O)c1cccc(C(F)(F)F)c1)C1CCCO1 (centres undefined) was read as AP ELISA ortho 10, CatS block 2, CatG inh 2, FXIIa inh mix -1, CatB mix inh 3, CatL inh 13, CatB block 3, C1s block -59 and FXIa inh mix -5.
Screening CCCC(=O)Nc1ccc2c(c1)C(=O)N(CCC(=O)O)C2=O returned AP ELISA ortho 21, CatS block -13, CatG inh 2, FXIIa inh mix -20, CatB mix inh -4, CatL inh -11, CatB block 1, C1s block -33 and FXIa inh mix -4.
Screening Cn1c(=O)c2[nH]c(CN(Cc3ccccc3)Cc3ccccc3)nc2n(C)c1=O returned AP ELISA ortho 6, CatS block 11, CatG inh 35, FXIIa inh mix 2, CatB mix inh -1, CatL inh 12, CatB block -1, C1s block 4 and FXIa inh mix 26.
For Clc1cccc(Cl)c1-c1nnc2ccc(N3CCOCC3)nn12 the results were AP ELISA ortho 14, CatS block -4, CatG inh 7, FXIIa inh mix 5, CatB mix inh 1, CatL inh 0, CatB block 1, C1s block 2 and FXIa inh mix 0.
Screening C=C(C)CSc1nc2ncccc2[nH]1 returned AP ELISA ortho -9, CatS block 4, CatG inh 12, FXIIa inh mix -17, CatB mix inh 3, CatL inh 13, CatB block 0, C1s block 9 and FXIa inh mix 5.
Screening Cc1cc(OCC(=O)N2CCOCC2)ccc1NC(=O)C1CCCCC1 returned AP ELISA ortho 16, CatS block 41, CatG inh 8, FXIIa inh mix -2, CatB mix inh 6, CatL inh -5, CatB block 3, C1s block -1 and FXIa inh mix 1.
Screening CCC(=O)c1ccc(N2CCN(C(=O)COc3ccc(F)cc3)CC2)c(F)c1 returned AP ELISA ortho 5, CatS block 2, CatG inh 9, FXIIa inh mix 11, CatB mix inh 2, CatL inh 15, CatB block 4, C1s block 8 and FXIa inh mix -1.
Screening COc1ccccc1C(=O)N(Cc1nc(-c2ccc(Cl)cc2)no1)C(C)C returned AP ELISA ortho 17, CatS block 1, CatG inh 0, FXIIa inh mix 4, CatB mix inh 1, CatL inh -2, CatB block -4, C1s block -22 and FXIa inh mix 6.
For O=C(CCS(=O)NCc1ccccc1)NCc1ccccc1 (centres undefined) the results were AP ELISA ortho 13, CatS block -8, CatG inh 6, FXIIa inh mix 8, CatB mix inh 24, CatL inh -4, CatB block 3, C1s block -28 and FXIa inh mix -3.
